DT40 TDP1 no CPT: qHTS for Inhibitors of human tyrosyl-DNA phosphodiesterase 1 (TDP1): qHTS in cells in absence of CPT; AID 686978, 2013; Potency, µM (highest dose often 46.2 µM), inactives show at the highest dose activity change, negative = growth inhibition, actives largely listed as inhibitors; DT40 Tdp1-/- hTDP1 cells, no CPT, ATP luminescence, 48 h; actives 15% (n = 420,000); further: nearly all actives have a fitted effect of over 55% in size
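Compound effects on proliferation are scored in DT40 Tdp1-/-;hTDP1 cells in the absence of CPT. ATP levels (CellTiter-Glo luminescence) are recorded after a ≥48 hr, 37 °C incubation.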
TDP1 cell CPT: DT40-hTDP1 cell growth loss with CPT | actives 12% (n = 420,000) | chicken DT40 Tdp1-/-;hTDP1 cells + 20 nM CPT, ATP luminescence, 48 h | AID 686979 | Potency, µM (highest dose often 46.2 µM), for inactives: at the top dose activity change, negative = growth inhibition, usual class: inhibitors; further: nearly all actives have a fitted effect of over 55% in size
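Chicken DT40 Tdp1-/- cells complemented with human TDP1, 400 cells/well, exposed to compounds plus 20 nM camptothecin for at least 48 h at 37 C; viability read as ATP content by CellTiter-Glo luminescence.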
KAT2A inh: inhibitors of human GCN5L2 histone acetyltransferase. GCN5L2 HAT assay, ThioGlo1 CoA-SH fluorescence. Potency, µM (doses to about 58.9 µM), for inactives: top-dose activity change, negative = inhibition, hits mostly inhibitors. Q92830. actives 0.21% (n = 390,000). AID 504327
Target sequence (Q92830 whole entry, looked up): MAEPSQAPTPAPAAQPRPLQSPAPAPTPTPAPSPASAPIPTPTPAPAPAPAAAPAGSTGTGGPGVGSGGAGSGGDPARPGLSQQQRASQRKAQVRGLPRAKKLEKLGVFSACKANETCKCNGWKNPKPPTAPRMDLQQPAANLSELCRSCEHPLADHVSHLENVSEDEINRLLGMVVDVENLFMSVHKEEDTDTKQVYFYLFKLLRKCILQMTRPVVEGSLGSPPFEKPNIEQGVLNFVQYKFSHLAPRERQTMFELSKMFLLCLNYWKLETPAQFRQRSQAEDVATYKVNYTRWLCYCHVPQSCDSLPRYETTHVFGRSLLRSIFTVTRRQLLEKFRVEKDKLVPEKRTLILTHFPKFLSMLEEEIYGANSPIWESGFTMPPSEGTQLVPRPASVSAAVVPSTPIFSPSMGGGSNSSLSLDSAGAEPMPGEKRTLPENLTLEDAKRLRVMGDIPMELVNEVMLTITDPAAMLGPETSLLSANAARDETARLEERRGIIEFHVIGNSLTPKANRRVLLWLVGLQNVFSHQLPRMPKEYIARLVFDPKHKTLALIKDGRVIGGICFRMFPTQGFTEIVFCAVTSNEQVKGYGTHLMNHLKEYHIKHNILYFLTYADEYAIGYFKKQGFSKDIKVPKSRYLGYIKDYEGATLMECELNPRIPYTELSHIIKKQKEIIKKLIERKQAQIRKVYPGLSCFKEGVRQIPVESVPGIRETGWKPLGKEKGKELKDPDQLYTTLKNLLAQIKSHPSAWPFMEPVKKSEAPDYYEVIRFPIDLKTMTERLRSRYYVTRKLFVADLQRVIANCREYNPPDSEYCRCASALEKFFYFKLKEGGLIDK
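Titration-based screen in which CoA formation is detected via maleimide probe ThioGlo1 (50uM) turning fluorescent on thiol reaction; substrates H3(1-25) 75uM and acetyl-CoA 70uM, GCN5L2 20nM, 20 min incubation at room temperature.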
Starred values were filed as active, the others as inactive; ? = inconclusive; . = no result given; & = joins results of further samples; [ ] = another dose, or the depositor's remark. The call rests on the fitted dose curve; in most records, active means well fitted curve in the direction sought with a large enough effect; inconclusive means small, poorly fitted or top-dose-only effect, or another doubt; inactive means no such curve, though single readings can be large; an effect the other way counts as inactive or inconclusive. On the % scale 0 is the no-effect control and ±100 the full control effect; potency means the concentration at half of the fitted maximal effect. Only part of the results is shown; rates above refer to the full screens.

SMILES	DT40 TDP1 no CPT	TDP1 cell CPT	KAT2A inh
Cc1cnc(SCc2ccccn2)nc1C1CCCN(C(=O)c2ccc(-c3ccccc3F)cc2)C1 (stereo not given)	23µM*	?	.
COC(=O)c1ccccc1N=Cc1c(O)[nH]c(=S)[nH]c1=O	-12%	25%	-4%
O=C(NC1CCCCC1)[C@@H]1CC=C[C@@H]2CCN(Cc3ccccc3)C(=O)[C@@H]21	?	-18%&-21%	.
CCN(Cc1ccccc1)S(=O)(=O)c1ccc2c(c1)CCCN2C(C)=O	18µM*	?	1%
Cc1nnc(NC(=O)c2cccn(Cc3ccccc3F)c2=O)s1	-1%	3%	-6%
Cn1c(O)c(/C=C2\N=c3ccccc3=C2CCNC(=S)NC2CC2)c(=O)n(C)c1=O	23µM*	15µM*	-14%
COCCNC(=O)CN1C(=O)C(C)N=C(c2ccccc2)c2cc(Cl)ccc21 (stereo not given)	-12%	1%	-3%
COc1cccc(CN2CCN(C(=O)Cc3ccccc3OC)CC2)c1	-28%	0%	-2%
C[C@H]1C=CC(=O)O[C@H]1c1ccccc1	?	?	.
O=C1NC(=O)N(c2ccccc2F)C(=O)/C1=C/c1cn(CC(=O)N2CCOCC2)c2ccccc12	?	?	-11%
CCOc1cc(CNCCc2cccc(F)c2)ccc1OC	?	?	-13%
O=C1NC(=O)C(CCc2ccncc2)(Cc2ccc(OCc3ccccc3)cc2)C(=O)N1	-6%	9%	2%
C(#CCN1CCOCC1)COCC#Cc1ccccc1	-1%	-21%	-1%
O=C1NC[C@H](CCCCN2C[C@@H](Cc3ccccc3)N(CCC3CCCCC3)C(=O)C2=O)N(CCC2CCCCC2)C1=O	?	?	.
CC1Oc2cc3c(-c4c(O)cc(O)c5c(O)c6c(cc45)OC(C)C(C)C6=O)c(O)cc(O)c3c(O)c2C(=O)C1C (stereo not given)	0.12µM*	0.016µM*	25µM*
O=[N+]([O-])c1ccc(N2CCCC2)c2ccncc12	21µM*	?	1%
COc1ccc(CC(=O)NC(=S)NNC(=O)COc2c(C)cccc2C)cc1	16µM*	16µM*	-1%
OC1(c2ccc(F)cc2)CC2CCC(C1)N2Cc1nnnn1C1CCCCC1 (stereo not given)	-28%	-21%	-9%
COC(=O)C1=C(c2ccccc2OCc2ccccc2)C[C@@H]2CC[C@H]1N2C(=O)NCc1ccc(N(C)C)cc1	?	?	-13%
CC[C@@]1(O)CC(O)c2c(cc3c(c2O)C(=O)c2c(O)ccc(O)c2C3=O)C1C(=O)OC (stereo not given in full)	-16%	-20%	-3%

Random excerpt: 2 compounds from above, in no set order.
SMILES	DT40 TDP1 no CPT	TDP1 cell CPT	KAT2A inh
CC1Oc2cc3c(-c4c(O)cc(O)c5c(O)c6c(cc45)OC(C)C(C)C6=O)c(O)cc(O)c3c(O)c2C(=O)C1C (stereo not given)	0.12µM*	0.016µM*	25µM*
CC[C@@]1(O)CC(O)c2c(cc3c(c2O)C(=O)c2c(O)ccc(O)c2C3=O)C1C(=O)OC (stereo not given in full)	-16%	-20%	-3%

Next section.
SMILES	DT40 TDP1 no CPT	TDP1 cell CPT	KAT2A inh
CC(=O)c1c(O)cc2c3c1OC(C)(C)C1CCC(C)(CC31)O2 (stereo not given)	13µM*	21µM*	.
CCN(CC)CCCN=C(C)c1c(O)n(C2CCCCC2)c(=O)[nH]c1=O	6%	-13%	-6%
c1ccc(C2(N3CCCC3)CCCCC2)cc1	19µM*	?	-14%
O=C1NC(=O)C(=Cc2cccc(OCCOc3ccccc3)c2)C(=O)N1	?	?	-2%
COc1cccc(/C=C/c2nc(S(=O)(=O)c3ccccc3)c(N3CCC(C(N)=O)CC3)o2)c1	?	?	.
CC(C)(O)/C=C/C(=O)[C@](C)(O)C1[C@H](O)C[C@@]2(C)C3CC=C4C(C[C@H](O)[C@@H](O)C4(C)C)[C@]3(C)C(=O)C[C@]12C (stereo not given in full)	0.33µM*	0.29µM*	1%
CCN1CCN(S(=O)(=O)c2ccc(Cl)c(C(=O)Nc3ccc(C(=O)N(CC)CC)cc3)c2)CC1	?	15µM*	-3%
CCN(CC)c1ccc(C=C2C(=O)NC(=S)NC2=O)cc1	15µM*	?	-22%
Cc1cc(C=C(C#N)C#N)ccc1N1CCCC1	?	?	1%
O=c1[nH]c(=O)n(C2CCCCC2)c(O)c1/C=C/C=Nc1ccccc1	1%	-3%	-3%
C[C@H](CCCC(C)(C)O)[C@H]1CC[C@H]2[C@@H]3CC=C4C[C@@H](O)CC[C@]4(C)[C@H]3CC[C@]12C	?	?	-4%
COC(=O)C1=C(c2ccc(F)cc2F)C[C@@H]2CC[C@H]1N2C	2%	0%	-2%
Cc1ccc(CN2CCCN(Cc3ccc(Cl)cc3)S2(=O)=O)cc1	12%	12%	4%
Cc1cc(N2C(=O)CC(N3CCC(n4c(=O)[nH]c5ccccc54)CC3)C2=O)no1 (stereo not given)	?	?	-11%
COc1ccc2[nH]c(C)c(CCNCc3cc(OC)c(OC)c(OC)c3)c2c1	-60%	?	-10%
CCCC(=O)NC(Oc1ccc(Cl)cc1Cl)C(Cl)(Cl)Cl (stereo not given)	-16%	-4%	-9%
CCC(Oc1ccc(Cl)cc1)C(=O)OC1CC2CCC(C1)N2C (stereo not given)	10µM*	13µM*	0%
CN(C)C(=O)Oc1cccc(-c2cn3cc(Cl)ccc3n2)c1	-27%	-30%	3%
Cc1ccc(-n2c(O)c(C=NCCCn3ccnc3)c(=O)[nH]c2=O)cc1	0%	1%	-3%
O=[N+]([O-])c1ccc(N2CCNCC2)cc1NCC1CCCO1 (stereo not given)	-10%	-5%	?
O=C(CN1CCCC1=O)NCCc1ccccc1	-11%	3%	11%
CC(=O)OC1(c2ccc(C)cc2)CN2CCC1c1ccccc12 (stereo not given)	?	-16%	0%
COc1ccc(CC2c3cc(OC)c(OC)cc3CCN2C)cc1O (stereo not given)	-9%	-11%	-3%
O=C(c1ccc(N2CC3CC(C2)c2cccc(=O)n2C3)c([N+](=O)[O-])c1)N1CCCC1 (stereo not given)	-8%	3%	-8%
COc1ccc(N=C(C)c2c(O)n(C3CCCCC3)c(=O)[nH]c2=O)c(OC)c1	?	-27%	-4%
COC(=O)c1c(C)n(Cc2ccco2)c2ccc(O)cc12	?	?	-7%
CC1CC2C(C(O)CC3(C)C(O)CCC23)C2(C)CCC(=O)C=C12 (stereo not given)	-8%	15%	.
O=C1/C(=C\c2ccc(Cl)c(Cl)c2)N2CCC1CC2	?	-9%	-8%
COc1ccc(CN2CCN(C(=O)COc3ccc4ccccc4c3)CC2)c(OC)c1	?	?	-6%
CCN1C[C@]2(COC)CC[C@H](OC)[C@@]34C5C[C@@H]6[C@@H](OC)C[C@@]7(OCO[C@@]7([C@@H](O)C23)[C@@H]14)C5[C@H]6OC (stereo not given in full)	0%	0%	17%
O=C(Nc1ccc(N2CCOCC2)cc1)C1CCN(S(=O)(=O)c2cccc(C(F)(F)F)c2)CC1	?	?	.
CCCCCn1c(=O)c(C(=O)Nc2ccccc2Cl)c(O)c2ccccc21	5.2µM*	5.2µM*	-2%
CCCCn1c(N)c(C(=O)OCC2CCCO2)c2nc3ccccc3nc21 (stereo not given)	18µM*	18µM*	?
C=CCN1C(=O)/C(=C\c2ccc(N3CCOCC3)o2)C(=O)NC1=S	-27%	1%	-8%
Cc1[nH]c2ccc(OC(F)(F)F)cc2c1CCNCc1ccc(Cl)cc1	15µM*	26µM*	-8%
COc1cc(Cl)c(C)cc1NC(=O)CCCn1c(=O)oc2ccccc21	?	-23%	-5%
N#Cc1ccccc1NC(=O)CN1CC=C(c2ccccc2)CC1	24%	0%	-2%
CC1(C)C(=O)CCC2C1=CCC1C2CCC2(C)C(O)CCC12 (stereo not given)	-7%	-3%	.
CCOC(=O)C1(c2ccccc2)CCN(CC(=O)Nc2cccc3ccccc23)CC1	?	?	-8%
COc1cccc(CC(=O)N2CCN(Cc3cccc(Cl)c3)CC2)c1	?	-23%	-6%
C/C(=N\NC(=O)c1ccccc1)c1c(O)n(C2CCCCC2)c(=O)[nH]c1=O	-8%	2%	-4%
COc1ccc(CN2Cc3cc(N4CCCCC4)ccc3-n3nncc3C2)cc1	?	?	.
Cc1ccc(NC2=NCCCS2)cc1Cl	-14%	-15%	2%
CN1C(=O)C(=Cc2sc(=O)n(-c3ccccc3)c2N2CCCCC2)C(=O)N(C)C1=O	-25%	-17%	-7%
CC(C)NC(=O)c1ccc(N2CC3CC(C2)c2cccc(=O)n2C3)c([N+](=O)[O-])c1 (stereo not given)	-2%	4%	-5%
CCn1c(C(=O)N2CCC(C(=O)N3CCC4(CC3)OCCO4)CC2)cc2sccc21	-23%	-19%	-6%
CCCn1c(C(=O)c2ccc(OC)cc2)nc2ccccc21	?	?	-5%
CCOc1c(P(=S)(N(C)C)N(C)C)c(C)nn1-c1ccccc1	-17%	-21%	-19%
CC1CC(C)OP(=O)(OCCC#N)O1 (stereo not given)	-12%	3%	.
CC1CCCCN1Cc1ccc(Cl)nc1 (stereo not given)	17%	-3%	2%
COc1cc(-c2ccc(-[n+]3nc(-c4ccccc4)nn3-c3ccc([N+](=O)[O-])cc3)c(OC)c2)ccc1-[n+]1nc(-c2ccccc2)nn1-c1ccc([N+](=O)[O-])cc1	6µM*	2.7µM*	-9%
COC(=O)C1=C(c2cccc(C#N)c2)C[C@@H]2CC[C@H]1N2C(=O)NCCCOC(C)C	-10%	4%	-17%
C=Cn1ccnc1P(=S)(c1ccn(C)c1)c1nccn1C=C	-1%	2%	-2%
CC(=O)Nc1nnc(CCN(CCc2nnc(NC(C)=O)s2)[N+](=O)[O-])s1	-17%	-6%	0%
COc1cccc(C(c2nnnn2C2CCCCC2)N2CCC3(CC2)C(=O)NCN3c2ccccc2)c1OC (stereo not given)	?	?	.
Cc1cc(N)n(C2CCN(C)CC2)n1	2%	?	-4%
CN1CCC(O)(c2ccc(Cl)cc2)C(C(=O)c2ccc(Cl)cc2)C1 (stereo not given)	2.9µM*	2.6µM*	-3%
CC(=O)N1CCC2(CC1)CC(=O)c1cc(OCC(=O)N3CCC4(CC3)OCCO4)ccc1O2	1%	-2%	-10%
O=C(c1cnn2c(C(F)(F)F)cc(-c3ccccc3)nc12)N1CCC2(CC1)OCCO2	-17%	3%	-5%[0.501 µM]
Cc1cccc(NC(=O)OC2CN3CCC2CC3)c1 (stereo not given)	-16%	9%	-3%

More records:
SMILES	DT40 TDP1 no CPT	TDP1 cell CPT	KAT2A inh
OC(Cn1c2ccccc2c2ccccc21)C[n+]1cccc2ccccc21 (stereo not given)	16µM*	18µM*	-2%
COC(=O)C1=C(c2cc3ccccc3o2)C[C@@H]2CC[C@H]1N2C	-19%	-20%	-6%
Cc1nc2c(=O)n(C)c(=O)nc-2n(C)n1	0.52µM*	0.41µM*	-6%
C[C@H]1CCCC(=O)CCCCCc2cc(O)cc(O)c2C(=O)O1	18µM*	?	-6%
O=C(Cc1ccccc1)N1CCN(Cc2ccccc2Cl)CC1	-8%	?	25%

At a glance, part of the list above.
SMILES	DT40 TDP1 no CPT	TDP1 cell CPT	KAT2A inh
CC1CCCCN1Cc1ccc(Cl)nc1 (stereo not given)	17%	-3%	2%
COc1cc(-c2ccc(-[n+]3nc(-c4ccccc4)nn3-c3ccc([N+](=O)[O-])cc3)c(OC)c2)ccc1-[n+]1nc(-c2ccccc2)nn1-c1ccc([N+](=O)[O-])cc1	6µM*	2.7µM*	-9%
COC(=O)C1=C(c2cccc(C#N)c2)C[C@@H]2CC[C@H]1N2C(=O)NCCCOC(C)C	-10%	4%	-17%
C=Cn1ccnc1P(=S)(c1ccn(C)c1)c1nccn1C=C	-1%	2%	-2%
CC(=O)Nc1nnc(CCN(CCc2nnc(NC(C)=O)s2)[N+](=O)[O-])s1	-17%	-6%	0%
COc1cccc(C(c2nnnn2C2CCCCC2)N2CCC3(CC2)C(=O)NCN3c2ccccc2)c1OC (stereo not given)	?	?	.
Cc1cc(N)n(C2CCN(C)CC2)n1	2%	?	-4%
CN1CCC(O)(c2ccc(Cl)cc2)C(C(=O)c2ccc(Cl)cc2)C1 (stereo not given)	2.9µM*	2.6µM*	-3%
CC(=O)N1CCC2(CC1)CC(=O)c1cc(OCC(=O)N3CCC4(CC3)OCCO4)ccc1O2	1%	-2%	-10%
O=C(c1cnn2c(C(F)(F)F)cc(-c3ccccc3)nc12)N1CCC2(CC1)OCCO2	-17%	3%	-5%[0.501 µM]
Cc1cccc(NC(=O)OC2CN3CCC2CC3)c1 (stereo not given)	-16%	9%	-3%
OC(Cn1c2ccccc2c2ccccc21)C[n+]1cccc2ccccc21 (stereo not given)	16µM*	18µM*	-2%
COC(=O)C1=C(c2cc3ccccc3o2)C[C@@H]2CC[C@H]1N2C	-19%	-20%	-6%
